KLK5 inh – human KLK5 protease inhibitors, primary screen, biochemical, 1536-well; recombinant hK5, fluorogenic AMC substrate cleavage; Kallikrein-5 (Homo sapiens), Q9Y337; inhibition, % at 5 µM; 210,000 compounds, 0.59% hits;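 active means inhibition of 40% or more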;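 further: 0% = enzyme controls without compound and 100% = no-enzyme blanks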
Target sequence (Q9Y337 67-293 limits assumed): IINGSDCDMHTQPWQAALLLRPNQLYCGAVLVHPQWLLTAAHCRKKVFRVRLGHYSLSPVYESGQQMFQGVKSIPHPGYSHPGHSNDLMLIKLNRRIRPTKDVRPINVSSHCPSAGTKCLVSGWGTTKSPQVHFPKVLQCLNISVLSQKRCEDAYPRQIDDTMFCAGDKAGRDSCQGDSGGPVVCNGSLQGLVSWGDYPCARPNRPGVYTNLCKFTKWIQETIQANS
Rad51 HR inh – human RAD51 strand exchange inhibitors, primary screen, biochemical, fluorescence; DNA repair protein RAD51 homolog 1 (Homo sapiens), Q06609; hRad51 DNA strand exchange, fluorescence dequenching; inhibition, % at 10 µM; 200,000 compounds, 0.085% hits; AID 1385, 2008;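 active means inhibition above 40% at the single screening dose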;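 further: 0% = DMSO control wells and 100% = blanks with heterologous ssDNA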
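System: human Rad51 nucleoprotein filaments preassembled on unlabelled ssDNA. Reagent: labelled 47-mer dsDNA for strand exchange. Schedule: 30-min compound preincubation and 15-min exchange, both room temperature. Measured by: FRET fluorescence dequenching, excitation 485 nm, emission 520 nm. Read-out: Fluorescence-based percent inhibition, control- and blank-normalised. Benchmarks: plate controls and plate blanks.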
Hck Nef HTS – inhibitors of Nef-activated human Hck kinase, primary screen, biochemical, Z-Lyte FRET, 384-well, Hck-YEEI; Tyrosine-protein kinase HCK (Homo sapiens), P08631; Recombinant Hck-YEEI plus Nef, Z-Lyte FRET kinase assay; inhibition, % at 20 µM; 220,000 compounds, 0.68% hits; AID 463187, 2010;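 active means Hck-Nef kinase inhibition above about 50%, limit read from the data; inactive means inhibition below that limit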;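 further: 0% = DMSO with Hck plus Nef and 100% = Hck alone without Nef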
Thrombin inh – human alpha-thrombin inhibitors, primary screen, counter-screen for coagulation protease inhibitor project, biochemical, 1536-well, fluorogenic AMC substrate | Prothrombin (Homo sapiens), P00734 | Boc-VPR-AMC fluorogenic substrate cleavage | inhibition, % at 5 µM | 220,000 compounds, 0.26% hits | AID 1046, 2008;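 active means inhibition at or above 40%; inactive means inhibition below 40%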;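 further: 0% = enzyme with no compound and 100% = wells without enzyme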
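System: Human alpha-thrombin protein | Medium: pH 7.5 Tris (50 mM) with NaCl 150 mM, Tween 20 0.05% | Times: Enzyme reaction carried out at room temperature | Detection: AMC fluorescence, 355/460 nm | Evaluation: Percent inhibition scaled between no-compound controls and no-enzyme blanks | Benchmarks: Enzyme without compound as high, wells lacking enzyme as low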
L929 necroptosis – inhibitors of zVAD-triggered necroptosis, primary screen, L929 cells; L929 zVAD necroptosis rescue, ATP luminescence, 24 h; with zVAD 60 µM; viability rescue, % at 10 µM; 220,000 compounds, 0.38% hits; AID 1377, 2008;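 active means activation, scaled between plate controls, above about 75%, limit read from the data; inactive means activation under that limit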;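 further: 0% = zVAD with DMSO and 100% = DMSO alone without zVAD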
TNF necrop inh – inhibitors of TNF-alpha triggered necroptosis, primary screen, cell-based, Jurkat FADD-/-, single concentration; AID 463075, 2010; Jurkat FADD-/- TNF necroptosis rescue, ATP luminescence, 24 h; 0 = TNF only, 100 = no-TNF cells; 220,000 compounds, 0.068% hits; activation (protection from cell death), % at 10 µM;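 active means activation, meaning protection from cell death, of at least 50% relative to plate controls; inactive means activation below 50%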;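 further: necroptosis triggered by 40 ng/mL TNF-alpha added together with compound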
FXIIa inh – human FXIIa protease inhibitors, primary screen, biochemical, 1536-well; Coagulation factor XII (Homo sapiens), P00748; 220,000 compounds, 0.3% hits; purified FXIIa, Boc-QGR-AMC fluorogenic substrate, 2 h; AID 800, 2007; inhibition, % at 5 µM; in the data active means inhibition above about 40%;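 further: 0% = enzyme with no compound and 100% = blank without enzyme; many of its hits are not listed in these tables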
Target sequence (P00748 20-372 limits assumed): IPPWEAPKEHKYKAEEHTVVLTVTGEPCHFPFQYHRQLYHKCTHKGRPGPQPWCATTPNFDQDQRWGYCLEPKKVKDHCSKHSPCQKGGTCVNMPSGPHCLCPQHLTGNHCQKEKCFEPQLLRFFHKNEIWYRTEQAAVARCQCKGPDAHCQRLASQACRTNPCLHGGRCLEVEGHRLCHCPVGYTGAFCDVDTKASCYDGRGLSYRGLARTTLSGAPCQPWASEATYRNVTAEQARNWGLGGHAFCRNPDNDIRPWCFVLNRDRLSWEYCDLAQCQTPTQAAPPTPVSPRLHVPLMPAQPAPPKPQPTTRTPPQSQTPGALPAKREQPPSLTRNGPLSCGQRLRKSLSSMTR
Target sequence (P00748 373-615 limits assumed): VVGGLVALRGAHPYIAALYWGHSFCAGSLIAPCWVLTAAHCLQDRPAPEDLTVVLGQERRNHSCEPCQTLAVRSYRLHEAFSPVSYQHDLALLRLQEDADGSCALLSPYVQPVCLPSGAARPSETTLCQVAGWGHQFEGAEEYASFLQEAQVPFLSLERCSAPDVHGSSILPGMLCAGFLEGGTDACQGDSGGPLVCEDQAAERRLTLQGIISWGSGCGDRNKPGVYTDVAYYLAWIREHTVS
KCC2 mod – KCC2 cotransporter modulators, thallium flux, primary screen, cell-based, HEK293 KCC2, FluoZin-2 fluorescence, MLSMR; Solute carrier family 12 member 5 (Homo sapiens), Q9H2X9; KCC2 cells, thallium flux FluoZin-2 fluorescence; B-score of Tl+ flux slope (higher = more flux/activation; lower = inhibition) at 10 µM; 190,000 compounds, 2.2% hits;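 active means thallium flux slope and its plate-corrected score both differing from the plate sample mean at a set confidence after two filtering rounds, in either direction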;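 further: slope of fluorescence scaled to starting intensity during 10 to 20 s after thallium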
FXIa inh 1536 – human FXIa protease inhibitors, primary screen, biochemical, 1536-well; Coagulation factor XI (Homo sapiens), P03951; purified FXIa, Boc-Glu-Ala-Arg-AMC fluorogenic substrate; inhibition, % at 5 µM; 220,000 compounds, 0.14% hits;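 active means inhibition of at least 40%; inactive means inhibition below 40%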;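 further: fluorescence of freed AMC excited at 355 nm; 0% = enzyme without compound and 100% = no enzyme blank; many of its hits are not listed in these tables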
Starred values were filed as active, the others as inactive; · = no result given. A portion of the library (hit frequency here may not be typical).

Every second line gives: TNF necrop inh	Rad51 HR inh	FXIa inh 1536	FXIIa inh	KCC2 mod	Hck Nef HTS	Thrombin inh	L929 necroptosis	KLK5 inh
CC(C)c1ccc(C(=O)N2CCN(c3cnn(C)c(=O)c3Cl)CC2)cc1
 : -0.2	9	-5	5	-0.16	10	-1	-0.3	-8
COc1ccc(C2C(C#N)=C(N)Oc3n[nH]c(C)c32)cc1CN1CCN(c2ccc(F)cc2)CC1 (stereo not drawn)
 : -3.9	-2	-6	4	-1.7	-1	3	0.0	2
O=C(O)C1C2C=CC(O2)C1C(=O)NCc1ccccc1Br (stereo not drawn)
 : -1.4	-10	4	15	1.2	-20	0	2.0	0
COc1ccc(-c2csc3nc(-c4ccccc4F)oc(=O)c23)cc1
 : -10	2	4	7	1.5	-126	-4	-1.1	-5
COc1ccc(-n2nnc3c(=O)n(Cc4cccc(C)c4)cnc32)cc1
 : 0.0	3	-10	2	-0.76	1	-4	1.8	-4
CC(C)OC(=O)c1cc2c(ccn2C)n1CC(=O)N(Cc1ccccc1)c1ccccc1
 : 0.9	0	3	9	-0.1	2	-9	0.6	-18
CCOC(=O)CC(NC(=O)CCc1c(C)nc2nc(C)nn2c1C)c1ccc(C)cc1 (stereo not drawn)
 : 0.2	20	-6	-1	0.43	-11	-6	0.7	-11
CCc1nnc(NS(=O)(=O)c2ccc(N/C=C\C(=O)c3cccc4ccccc34)cc2)s1
 : 1.7	-3	-1	4	-2.3	2	-4	3.1	-7
O=C1NCCN1Cc1ccc(Cl)cc1
 : 1.0	6	1	7	-0.11	18	-6	14	4
COc1cc(/C=C2/N=C(c3ccccc3F)OC2=O)cc(Cl)c1OS(C)(=O)=O
 : -5.3	-7	-10	20	0.099	1	1	-0.1	5
Cc1nnc(C)n1/N=C/c1cccs1
 : -0.8	-1	4	18	·	0	2	1.2	8
O=C(Cn1cncn1)c1ccc(F)cc1F
 : 4.5	6	7	8	-0.2	3	0	0.1	-7
COc1ccc(C(=O)CN2CC(C)SC2=Nc2ccc(Cl)cc2)cc1 (stereo not drawn)
 : 0.7	2	0	4	-2.5	-3	-9	-0.7	-7
Cc1cc(C)c2c(N=NN(C)C)[nH]nc2n1
 : -4.5	1	9	7	0.37	0	-1	1.0	-21
Cc1[nH]cnc1CSCc1ccc(F)cc1
 : 1.3	5	-5	3	-0.0083	0	-5	1.3	-10
CCCCn1nnnc1SCC(=O)NNC(=O)C1CCCCC1
 : -3.5	6	12	16	-0.15	3	3	-0.1	2
CCC(C)NC(=O)CSc1nc2ccc(N3CCOCC3)cc2c(=O)n1CCc1ccccc1 (stereo not drawn)
 : 3.7	·	3	15	0.61	-13	-5	1.7	-2
CCN(CC)c1ccc(C2CC(=O)Nc3cc(OC)c(OC)cc32)cc1 (stereo not drawn)
 : -1.7	11	-7	-6	0.077	-13	-9	0.0	4
CCN(CC)S(=O)(=O)C1CCS(=O)(=O)C1 (stereo not drawn)
 : 1.2	-9	8	21	1.4	-3	6	1.5	5
Cc1ccc(C(=O)N2CCN(c3ccc(NC(=S)NC(=O)c4cccs4)cc3)CC2)cc1
 : -3.9	-118	-4	9	1.9	4	1	0.6	2
CC(NC1CCCC1)c1ccccc1 (stereo not drawn)
 : 1.5	2	-5	2	-0.88	23	-9	4.7	-1
Cc1ccc(S(=O)(=O)c2nnn3c2nc(N2CCCCC2)c2ccccc23)cc1
 : -1.0	-11	-1	10	-2.4	6	8	0.3	-18
COc1ccccc1CNC(=O)CCCc1ccccc1
 : 3.1	·	-9	1	-1.7	-1	-8	0.0	1
CCn1c(C)nc2cc(S(=O)(=O)C(F)F)ccc21
 : -2.4	0	8	5	0.31	2	3	0.0	1
O=C(NCc1ccc2c(c1)OCO2)C1CC(c2cccc(Br)c2)=NO1 (stereo not drawn)
 : -0.7	6	2	8	0.035	0	2	0.2	-9
CC(C)(C)C(=O)Cn1ncc(N2CCOCC2)c(Br)c1=O
 : 0.6	12	-5	3	0.15	2	-6	0.9	-10
CCOc1ccc(-c2ccc(SCC)nn2)cc1
 : 5.8	-4	3	9	-0.57	24	-5	2.9	0
CN(C)c1ccc(S(=O)(=O)N(C)C)cc1[N+](=O)[O-]
 : -0.3	-14	-1	11	0.25	30	-9	1.9	-3
CC(C)(C)c1cnnn1-c1ccc(NC(=O)c2ccc3c(c2)OCO3)cc1
 : -0.1	-1	-4	7	·	-1	-1	0.2	-4
O=C(NCc1ccccc1)/C(=C/c1ccc(OC(F)F)cc1)c1ccccc1
 : 0.0	7	20	24	-0.84	2	-16	3.0	-7
COc1ccc(Cl)cc1Nc1nc(-c2sc(NC(=O)C(C)(C)C)nc2C)cs1
 : -4.0	1	6	14	-0.032	1	6	2.7	-9
CC(=O)N1CCCN(Cc2cn(-c3ccc(C)cc3)nc2-c2cccc(C)c2)CC1
 : 3.7	-3	-3	5	0.057	16	-7	42	1
O=C(COc1ccc(Cl)cc1Cl)NCCCN1CCOCC1
 : 1.3	2	5	9	·	0	-3	-0.3	-15
O=C(CCl)N=c1sccn1Cc1ccc(Cl)cc1Cl
 : -12	-5	-6	-1	-1.2	30	0	-0.9	-5
CCn1c2ccccc2c2nnc(SCC(=O)OCN3C(=O)c4ccccc4C3=O)nc21
 : -0.1	-4	4	-2	·	1	4	1.5	5
COC(=O)C1=C(N)N(c2ccc(F)cc2)C2=C(C(=O)CCC2)C1c1ccc2c(c1)OCO2 (stereo not drawn)
 : -0.1	·	-2	-13	0.35	0	-6	0.7	-10
COc1cc(Cl)c(C)cc1NC(=O)CSc1cc(Cl)ccc1Cl
 : -2.7	-13	1	5	0.033	-1	-8	1.0	-6
CC(O)[C@H]1CN=C(N)N1CCCCC1CCCCC1 (stereo partly drawn)
 : -1.7	-4	1	8	2.4	26	-4	0.6	3
Cc1ccc(S(=O)(=O)NC(CC(=O)NC2CCCC2)c2ccco2)cc1 (stereo not drawn)
 : -0.5	0	4	1	0.031	2	1	0.0	0
COc1cc(C2c3c(oc4c(C)cc(C)cc4c3=O)C(=O)N2Cc2cccnc2)ccc1O (stereo not drawn)
 : -0.2	2	·	·	-0.37	3	·	-0.2	·
Cc1sc(NC(=O)CN2CCN(c3ccccn3)CC2)c(C#N)c1C
 : 0.0	2	3	8	1.8	1	-6	-0.1	-15
CCC(=O)Nc1cccc(C(=O)OC)c1
 : -0.5	4	3	-2	0.2	8	-5	0.6	4
O=[N+]([O-])c1ccc(OC(F)F)c(/C=N/n2cnnc2)c1
 : -14	7	4	0	-0.31	-2	-2	27	4
Clc1ccccc1C1CC(c2ccccc2)=Nc2ccccc2N1 (stereo not drawn)
 : 3.4	9	-1	4	0.69	7	-7	2.2	-5
O=C(Nc1ccc(Cl)c(C(F)(F)F)c1)NC1CC2CCCC(C1)N2C1CC1 (stereo not drawn)
 : -0.3	8	·	·	-0.0027	0	·	61	·
N=C1C(c2ccccc2)=C(O)CN1c1ccccc1N1CCOCC1
 : 0.6	-6	-4	3	0.74	2	-4	0.4	-31
COC(=O)c1ccc(S(=O)(=O)NNC(=O)c2ccc(S(=O)(=O)N3CCCCC3)cc2)cc1
 : 1.5	·	5	9	0.038	4	-4	2.6	-13
C=CCN=C1S/C(=C/c2ccc([N+](=O)[O-])cc2)C(=O)N1CC=C
 : 1.1	-2	1	3	-0.93	10	-5	0.9	-5
COc1ccc(Cl)cc1C(Nc1cccnc1)c1ccc2cccnc2c1O (stereo not drawn)
 : -11	17	-2	2	2	-4	-7	-1.0	·
O=C(O)CC/C(=N\Nc1ccc(S(=O)(=O)N2CCCC2)cc1[N+](=O)[O-])c1cccs1
 : -6.6	-2	1	6	-0.91	8	4	-0.2	27

Continued, starting with the last 2 of the part before.
Every second line gives: TNF necrop inh	Rad51 HR inh	FXIa inh 1536	FXIIa inh	KCC2 mod	Hck Nef HTS	Thrombin inh	L929 necroptosis	KLK5 inh
COc1ccc(Cl)cc1C(Nc1cccnc1)c1ccc2cccnc2c1O (stereo not drawn)
 : -11	17	-2	2	2	-4	-7	-1.0	·
O=C(O)CC/C(=N\Nc1ccc(S(=O)(=O)N2CCCC2)cc1[N+](=O)[O-])c1cccs1
 : -6.6	-2	1	6	-0.91	8	4	-0.2	27
CC(C)N(C(=O)COC(=O)[C@@H]1CC(O)CN1S(=O)(=O)c1ccc(C(C)(C)C)cc1)C(C)C (stereo partly drawn)
 : 1.8	-17	-2	5	-0.032	-15	-6	-0.4	7
CCOC(=O)CNC(=O)CSc1nc(NCc2ccccc2)nc(N(C)C)n1
 : -0.5	·	0	3	1.4	0	0	-0.4	3
COCCn1nnnc1C(c1cc2c(C)cc(C)cc2[nH]c1=O)N1CCCCCC1 (stereo not drawn)
 : -3.5	0	4	14	-1.1	2	3	-0.2	-14
COC(=O)Cc1ccc(NC(=S)Nc2ccc(N3CCOCC3)cc2)cc1
 : -0.2	14	1	11	0.21	8	7	-0.2	-1
Cc1cccc(Cn2ccc(-c3ccc(Cl)cc3)c(C#N)c2=O)c1
 : -1.8	9	-3	8	·	2	1	0.1	30
FC(F)c1nc2ccccc2[nH]1
 : 1.0	27	-4	2	0.18	15	-3	4.1	-4
CCS(=O)(=O)N1CCCC(C(=O)NCCc2ccc(OC)c(OC)c2)C1 (stereo not drawn)
 : -0.5	-1	2	9	-0.32	-2	-7	-1.5	-3
CCSc1nnc(NC(=O)c2ccc(Br)s2)s1
 : -1.3	0	3	19	-0.56	0	5	0.4	-5
CCn1c(=O)cc(OCC(=O)Nc2ccc(C)cn2)c2ccccc21
 : 16	0	-4	7	0.0095	2	-6	56	-6
CCOC(=O)c1c(C)[nH]c(C(=O)COC(=O)/C=C/c2ccc(OC(F)F)cc2)c1C
 : 0.1	13	1	3	-0.48	5	-2	-0.2	-12
CCOC(=O)C1(Cc2cccc(OC)c2)CCN(Cc2cnc(N)nc2)CC1
 : 1.1	·	1	2	·	21	3	0.1	·
N=c1c2c(n(Cc3ccc(Cl)c(Cl)c3)c3c1CCC3)CCCC2
 : -5.9	-2	-8	3	·	0	-2	-0.5	-8
CC1Cc2ccccc2N1CC(=O)NC(=O)NC1CCCC1 (stereo not drawn)
 : 0.7	-9	-1	9	-0.39	22	2	1.4	1
Cc1nc(NCc2ccccc2)sc1C(=O)Nc1ccccc1
 : 3.2	0	-4	6	-0.049	27	4	1.6	-4
CC1CCN(S(=O)(=O)c2cccc(C(=O)NCc3ccco3)c2)CC1
 : -0.2	-7	9	18	-0.14	3	3	0.6	-1
